mcGAS RapidFire: inhibitors of mouse cGAS; Q8C6L5; recombinant mouse cGAS, cGAMP by RapidFire MS; inhibition, % at 12.5 µM; 0.18% of 130,000 active; AID 1259397;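 active means inhibition of cGAS enzyme activity at or above 60%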;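 further: enzyme stimulated by 45 bp dsDNA with ATP and GTP substrates; cGAMP share of summed cGAMP plus half ATP and half GTP signals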
Target sequence (Q8C6L5 whole entry, looked up): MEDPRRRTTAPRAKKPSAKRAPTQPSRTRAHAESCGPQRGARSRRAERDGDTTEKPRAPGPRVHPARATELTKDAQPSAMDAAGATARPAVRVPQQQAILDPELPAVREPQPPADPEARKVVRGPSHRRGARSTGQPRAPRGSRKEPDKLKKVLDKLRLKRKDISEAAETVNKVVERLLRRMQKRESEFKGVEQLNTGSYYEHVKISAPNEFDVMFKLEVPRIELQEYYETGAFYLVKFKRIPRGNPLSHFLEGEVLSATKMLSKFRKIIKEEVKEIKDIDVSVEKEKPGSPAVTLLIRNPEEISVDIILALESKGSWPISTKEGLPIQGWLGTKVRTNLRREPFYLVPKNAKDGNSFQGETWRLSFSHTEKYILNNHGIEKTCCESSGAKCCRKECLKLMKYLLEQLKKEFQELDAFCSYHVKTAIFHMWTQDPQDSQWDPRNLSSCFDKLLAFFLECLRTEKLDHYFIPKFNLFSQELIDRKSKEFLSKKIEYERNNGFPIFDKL
Starred values were filed as active, the others as inactive; & = joins results of further samples. Not all compounds are listed, so the mix of outcomes need not match the whole.

mcGAS RapidFire | mol
3 | O=C(c1ccn[nH]1)N1N=C(C(F)F)CC1(O)C(F)F (centres undefined)
22 | Clc1cccc2c1CCC2Nc1ncnc2nc[nH]c12 (centres undefined)
-14 | CN(Cc1ccc(-c2nc(-c3cccnc3)cc(=O)[nH]2)cc1)CC1COCCO1 (centres undefined)
-1 | O=C(c1ccc(C(F)(F)F)cc1)N1CCCC(N2CCN(c3ccc(F)cc3)CC2)C1 (centres undefined)
-6 | C=C(C)Cn1c(C)c(C)n2c3c(=O)n(C)c(=O)n(C)c3nc12
3 | NC(=O)COC(=O)CC(c1ccccc1)c1ccccc1
-7 | Cc1cc(NC(=O)CN2CCN(S(=O)(=O)c3cc(C(F)(F)F)ccc3Cl)CC2)no1
-6 | CCN1CCN(Cc2cc(C(=O)N(C)Cc3nc(C)cs3)no2)CC1
-1 | COC(=O)CC(C(=O)Nc1ccc(C)cc1Br)N1CCN(C)CC1 (centres undefined)
-16 | O=S(=O)(Nc1cc(Cl)ccc1F)c1ccc2ccccc2c1
0 | CC1CCN(c2ccc(NC(=O)C3CCN(C4CCS(=O)(=O)C4)CC3)cc2)CC1 (centres undefined)
0 | O=S(=O)(c1cccnc1)N1CC(c2ccncc2)C1
-5 | COC(=O)C(C)Oc1nc(C)c(Br)c(OC)n1 (centres undefined)
-5 | CCOC(=O)C1(C)CCCCN1C(=O)c1csnn1 (centres undefined)
3 | COCC(C)NC(=O)C(=O)Nc1ccccc1[N+](=O)[O-] (centres undefined)
-3 | CC(NC(=O)OCc1ccccc1)C(=O)N1CCOC(COc2ccc3c(c2)CCCC3)C1 (centres undefined)
8 | NC(=O)c1cc[n+](CC2=C(C(=O)O)N3C(=O)C(NC(=O)C(c4ccccc4)S(=O)(=O)O)C3SC2)cc1 (centres undefined)
-2 | Oc1ccc(CN2CCN(c3ccccc3F)CC2)c2ccccc12
8 | Brc1ccc(-c2ccnc3ncnn23)cc1
-2 | N#Cc1c2n(c(=O)n(Cc3cc(=O)n4ccsc4n3)c1=O)CCC2
-51 | c1cncc(-c2nc(N3CCCC3)c3c4c(sc3n2)CCC4)c1
16 | CCNC(=O)C(C)NC(=O)c1cc(-c2cc(C)oc2C)nc2onc(C)c12 (centres undefined)
9 | O=C(CCc1ncc(-c2ccccc2)o1)N1CCN(S(=O)(=O)c2ccc(F)cc2)CC1
-47 | CN(C)C(CNCC(O)c1ccc2c(c1)OCO2)c1ccsc1 (centres undefined)
-9 | CC(C)(C)n1nc(-c2ccc(Cl)cc2)c2c(N)ncnc21
-6 | Cc1ccc2c(c1)c(CNC(=O)c1cccc(C#CC(C)(C)O)c1)nn2C
3 | COc1ccccc1-n1ccc2c(cnc3nc(C)nn32)c1=O
4 | COc1ccc2c(=O)c(-c3ccon3)coc2c1
-7 | O=C(C(c1ccccc1)n1cnnn1)N1CCN(C2CCS(=O)(=O)C2)CC1 (centres undefined)
-11 | Cn1c(-c2cccnc2)n[nH]c1=S

Reprinted at random: four records from the list
mcGAS RapidFire | mol
16 | CCNC(=O)C(C)NC(=O)c1cc(-c2cc(C)oc2C)nc2onc(C)c12 (centres undefined)
-3 | CC(NC(=O)OCc1ccccc1)C(=O)N1CCOC(COc2ccc3c(c2)CCCC3)C1 (centres undefined)
-1 | O=C(c1ccc(C(F)(F)F)cc1)N1CCCC(N2CCN(c3ccc(F)cc3)CC2)C1 (centres undefined)
3 | COCC(C)NC(=O)C(=O)Nc1ccccc1[N+](=O)[O-] (centres undefined)

Remaining list, next part:
mcGAS RapidFire | mol
20 | CCCNC(=O)C(C)NC(=O)Cc1coc2ccc3ccccc3c12 (centres undefined)
-4 | COc1cc(N)c(Cc2nccc3cc(OC)c(OC)cc23)cc1OC
-9 | Cn1cnnc1CNC(=O)C(C)(C)c1ccc(Cl)c(Cl)c1
-21 | CC(C)c1nc(CN(C)Cc2cc3ccccc3[nH]c2=O)cs1
-8 | O=C(Nc1nc2c(s1)CCCC2)c1cc(F)ccc1Br
-1 | CC(c1ccc(F)cc1)N(C)C(=O)c1ccc(S(=O)(=O)N2CCCCC2)cc1 (centres undefined)
-19 | CCCN1CCC(Cc2noc(C3CCOC(C)(C)C3)n2)CC1 (centres undefined)
-12 | NC(=O)CC1CCN(Cc2cc(F)ccc2Br)CC1
-4 | O=c1c(Cl)c(Cl)cnn1-c1cc(Nc2ccccc2)ncn1
-5 | Cc1ccc(-n2ncc3c(=O)n(NC(=O)/C=C/c4ccc([N+](=O)[O-])cc4)cnc32)cc1
0 | CCOC(=O)c1cccc(NS(=O)(=O)c2ccc(O)c([N+](=O)[O-])c2)c1
-4 | CCN(CC)CCn1ncc(N2CCN(C)CC2)c(Cl)c1=O
-17 | COc1cc(-c2ccc(=O)n(Cc3ccccc3C)n2)cc(OC)c1OC
-21 | Cn1ccnc1CN1C[C@H]2C[C@H](C1)[C@@H]1CCCC(=O)N1C2
-2 | O=C1c2ccccc2C(=O)N1CCc1ccncc1
-1 | COC(=O)c1ccc2c(c1)CN(C(=O)CSc1ncccn1)CC2
-4 | O=C(c1cccs1)N1CCCC(OCc2cccc(C(F)(F)F)c2)C1 (centres undefined)
-9 | CCOC(=O)N1CCN(Cc2cn[nH]c2-c2ccc(C)c(C)c2)CC1
-4 | c1ccc2nc(-c3nccn3CCN3CCCCC3)ccc2c1
-2 | Cc1ccsc1C(=O)N(CC(C)O)S(C)(=O)=O (centres undefined)
-8 | Cc1ccc2c(=O)cc(C(=O)N3CCc4c(nc(C)[nH]c4=O)C3)oc2c1
1 | CC(C)Nc1ncc(CN2CCc3[nH]nc(-c4ccc5c(c4)OCO5)c3C2)cn1
-13 | CN(Cc1ccc(F)cc1)c1ccc(-c2nc(C3CC3)no2)cn1
-1 | COCCOC1CN(C(=O)C(NC(=O)c2ccccc2)c2ccccc2)C1 (centres undefined)
16 | N#Cc1c(Cl)nsc1N1CCC(CCN2CCOCC2)CC1
-5 | Cc1cc(C#N)ccc1OCc1ccc(C#N)cc1
-19 | Cc1cccc2[nH]c(C(=O)NC3CC3)cc12
2 | Cc1nc(SCC(O)CO)sc1C (centres undefined)
-8 | Cc1nc(N2CCCCCCC2)ncc1C(C)NC(=O)CCCn1cncn1 (centres undefined)
-34 | CCN(Cc1cccc(C(=O)Nc2cnn(C)c2)c1)Cc1nc(C)no1
-14 | CNC(=O)c1nnc2n1CCN(C(=O)c1cccc(C)c1)C2
-7 | NC(=O)c1c(NC(=O)C2CC3C=CC2C3)sc2c1CCCC2 (centres undefined)
-9 | CCc1ccc(NC(=O)CC(NCCC2=CCCCC2)C(=O)O)cc1 (centres undefined)
-2 | COc1ccc(CNC(CC(=O)N(C)C)c2ccccc2)cc1O (centres undefined)
-12 | CC(NC(=O)c1cccc2c1OCC2)c1nc(-c2cccnc2)no1 (centres undefined)
-19&28 | O=C(CCC1CCN(C(=O)CC2=CCCCC2)CC1)NCC1CCCO1 (centres undefined)
-5 | Cc1ccccc1-n1c(SCc2ccccn2)nnc1N1CCOCC1
-3 | CCc1nccn1CCc1nc(CC2CCN(C)CC2)no1
-4 | COC(=O)c1ccc2c(c1)C(=O)/C(=C/c1cn(-c3ccccc3)nc1-c1ccc3c(c1)OCCO3)O2
-6 | Cc1c(C(=O)NCc2ccc3c(c2)OCCO3)sc(=O)n1Cc1ccc(S(=O)(=O)N(C)C)cc1
-15 | COC[C@@H]1CCCN1C(=O)c1cc(CC(C)C)on1
-1 | O=C(CN1CCCCCC1)NCCc1nc(-c2cccnc2)n[nH]1
-31 | CN(C(=O)C(C)(C)c1cccc(F)c1)C1CCS(=O)(=O)CC1
-1 | O=C(CN1C(=O)NC2(CCCCCC2)C1=O)c1ccc(Cl)s1
-6 | Cc1cc(C)c2c(c1)NC(=O)C2CC(=O)O (centres undefined)
-5 | CCN(CC(=O)NC)C(=O)c1ccc(C)c(NC(=O)c2ccccc2F)c1
-6 | CC(C)(C#N)C(=O)NCc1coc(-c2ccccc2)n1
2 | O=c1c2c(-c3ccc(Cl)cc3)n3ncnc3nc2ccn1C1CC1
4 | NC(=O)c1ccc(C(=O)N(Cc2ccccc2)C2CCCCC2)nc1
1 | COc1cc(OC)cc(C(=O)NC(C)c2cnn(-c3ccccc3C)c2C)c1 (centres undefined)
0 | N#CC1C(=O)c2ccccc2OC12CCCCC2 (centres undefined)
-6 | Cc1nccn1CCCNC(=O)C1(N2C[C@@H](C)O[C@@H](C)C2)Cc2ccccc2C1
-17 | Fc1ccc(-c2nc(CSCC3CCCCO3)no2)cc1 (centres undefined)
-3 | O=C(Nc1cc(-c2ccccc2Br)no1)c1cccnc1
-11 | O=c1c2cnc3ncnn3c2ccn1-c1nc2ccc(Oc3ccccc3)cc2s1
8 | O=C(Nc1nc2cc3c(cc2s1)OCCCO3)c1cc(Cl)ccc1F
4 | Cc1ccc(C2C(=C(O)c3ccccc3)C(=O)C(=O)N2CCCN(C)C)cc1 (centres undefined)
-9 | CC(C)CNC(=O)c1cc(=O)c(OCc2ccc(F)cc2)c[nH]1
-2 | O=C(CSc1nnnn1C1CCCC1)NN1C(=O)NC2(CCCCC2)C1=O
-4 | CC(=NCCCCCC#N)c1nc(-c2ccccc2)oc1O

Given tab-delimited: four of the compounds above.
canonical_smiles	mcGAS RapidFire
COCC(C)NC(=O)C(=O)Nc1ccccc1[N+](=O)[O-] (centres undefined)	3
CC(NC(=O)OCc1ccccc1)C(=O)N1CCOC(COc2ccc3c(c2)CCCC3)C1 (centres undefined)	-3
NC(=O)c1cc[n+](CC2=C(C(=O)O)N3C(=O)C(NC(=O)C(c4ccccc4)S(=O)(=O)O)C3SC2)cc1 (centres undefined)	8
Oc1ccc(CN2CCN(c3ccccc3F)CC2)c2ccccc12	-2

Following part:
mcGAS RapidFire | mol
1 | O=C1CC(c2cccc(F)c2)N(Cc2ccnc3ccccc23)CCN1 (centres undefined)
-2 | Cc1c(C(=O)NC2CC2)sc(=O)n1Cc1ccc(F)cc1
2 | O=C(NCCn1ncccc1=O)c1c(F)cccc1F
-2 | CC1CCCCC1N(C)C(=O)COC(=O)c1cc(=O)n(C)c2ccccc12 (centres undefined)
-6 | O=C(Nc1nc(-c2cccc(C(F)(F)F)c2)cs1)C1CCOCC1
-15 | COc1cccc(OC)c1-c1cnnc(NCc2ccccc2-n2cncn2)n1
-4 | CCc1nnnn1-c1ccccc1NC(=O)C1CCCO1 (centres undefined)
-9 | N#CC(=Cc1ccccc1Br)c1ccccn1
-16 | Cc1ccc(-c2ccc(=O)n(CC(=O)N3CCCC3)n2)cc1C
6 | COc1cc(S(=O)(=O)NCc2ccc3c(c2)OCO3)c(C)cc1C
-16 | CCCc1nnc(SCc2cc(C)on2)n1CC(=O)O
-3 | Cc1ccc2c(c1)N(C)C(=O)c1cc(NS(=O)(=O)CBr)ccc1O2
-1 | CN(CC(=O)Nc1ccc(Cl)c(C(F)(F)F)c1)c1nc2ccccc2o1
-6 | O=S(=O)(c1ccc(F)cc1)N1CCCC(N2CCCC2)C1 (centres undefined)
-5 | CCOCc1ccccc1CNS(=O)(=O)c1sc(C)nc1C
4 | COc1ccc(N2C(=O)C(=O)C2c2ccc(C)cc2)cc1 (centres undefined)
-2 | Cc1cc(Br)c(NC(=O)CSc2nccn2C)c(Br)c1
-15 | CN(C)c1ncc(-c2nccn2CCn2ccnc2)cn1
-4 | O=C1N=C2OC=C(C(=O)Nc3ccccc3)N2CCN1
-6 | Cc1cc(NC(=O)c2ccc(S(=O)(=O)N3CCc4ccccc4C3)cc2)n(C)n1
-9 | COc1ccc(-c2cnoc2-c2ccc(OC)cc2O)cc1
1 | Cc1csc2nc(-c3ccccc3)cn12
-4 | Cn1c(=O)[nH]c(=O)c2c1nc(NC1CCCCC1)n2CC(=O)c1ccccc1
-8 | NC(=O)C[n+]1cccc(/C=N\O)c1
-5 | CCOc1cccc(Oc2ccc(CN3CCCC3)cc2OC)c1
-8 | COc1cccc(CNC(=O)N2CCC(Cn3cc(CO)nn3)CC2)c1
-9 | Cc1ccc(O)c(C(=O)CC(O)(c2ccccc2)C(F)(F)F)c1 (centres undefined)
-7 | CC(=O)N1CCN(c2ncccc2CNC(=O)c2cc(-c3ccccc3)n[nH]2)CC1
4&10 | COC(=O)c1ccc(N2CCN(Cc3nc(Cc4cccc(F)c4)no3)CC2)cc1
-36 | N#Cc1ccnc(OCC(F)F)c1

The list goes on; the last 3 above are carried over.
mcGAS RapidFire | mol
-7 | CC(=O)N1CCN(c2ncccc2CNC(=O)c2cc(-c3ccccc3)n[nH]2)CC1
4&10 | COC(=O)c1ccc(N2CCN(Cc3nc(Cc4cccc(F)c4)no3)CC2)cc1
-36 | N#Cc1ccnc(OCC(F)F)c1
-14 | CC(C)NC(=O)N1CCCCCC1C1CCN(Cc2ccc(C#N)cc2F)CC1 (centres undefined)
-4 | CC12CCC3C(CC3(C)C)C(C)(CCC1=O)O2 (centres undefined)
-8 | COc1cc(C(=O)NCC2(c3ccccc3)CC2)ccc1C
-1 | Cn1nnc2c(SCC(=O)N3CCC(Cc4ccccc4)CC3)ncnc21
1 | COc1ccc(C(C)NC(=O)c2cc(Cl)ccn2)c(OC)c1 (centres undefined)
-2 | O=C(c1nc2ccccc2s1)N(CCN1CCOCC1)c1nc2c(F)cccc2s1
-7 | Cc1ncsc1CCN(C)Cc1ccccn1
-6 | CCC1(c2ccccc2)NC(=O)N(NC(=O)Cn2cnc3sc(-c4ccccc4)cc3c2=O)C1=O (centres undefined)
-1 | CC(C)(C)c1noc(CCCC(=O)NCc2ccccc2N2CCCC2)n1
-7 | Cc1ccc(S(=O)(=O)N2CCCC(N3CCN(c4ccccc4F)CC3)C2)cc1 (centres undefined)
-6 | Cc1ccc(NC(=O)NC(=O)CSc2nnc3ccccn23)cc1C
-3 | CCC(C)C(=O)NC(C)c1ccc(-c2csc(C)n2)cc1 (centres undefined)
-12 | Clc1ccc(C=NNC2=Nc3cccc4cccc2c34)cc1
-1 | COc1cc(NC(=O)Nc2cc(C)on2)c(OC)cc1Cl
1 | CC(NC(=O)c1ccoc1)c1ccc(OC(F)F)cc1 (centres undefined)
-12 | CSc1ccsc1C(=O)NCc1ccc(C(=O)NC2CC2)cc1
12 | CN(Cc1cn(C)nc1-c1cccc(Cl)c1)CC1Cc2ccccc2O1 (centres undefined)
4 | COc1cc2c(cc1CNC(=O)c1cnn3ccn(C)c13)OCCO2
-3 | CCc1ccc(-c2c(-c3ccccc3)ncn2CCCO)nc1
-4 | CCC(=O)C1=C(c2cccs2)N(C(=O)CC)n2c(nnc2-c2ccccc2)S1
